ssDAF12 agonist: S. stercoralis DAF-12 activation, primary screen | activation, % at 6.8 µM | 370,000 tested, 1% active | HEK293 ssDAF-12/GRIP1 lit1-tk-luc reporter, luminescence; % of 3 µM dafachronic acid response;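 active means activation above the mean over all tested compounds plus 3 SD, cut at about 0.9% in these data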;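 further: 0% = DMSO-only wells and 100% = 3 µM delta7-dafachronic acid wells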
PLCb3 inh: blocks human PLC-beta3 enzyme activity. Q01970. Purified PLC-beta3, fluorogenic substrate, fluorescence. inhibition, % at 12.2 µM. 370,000 tested, 0.18% active; in the data active means inhibition above about 11%;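 further: 0% = median of compound wells on plate and 100% = full blocker control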
sPLA2-III inh: Blocks human group III sPLA2 activity; Q9NZ20; QFRET BODIPY PC-A2 liposome hydrolysis, fluorescence; inhibition, % at 12.2 µM; 370,000 tested, 0.56% active;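 active means inhibition above mean plus 3 SD of compounds lying within the high and low control bounds, cut at about 19% in these data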;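 further: 0% = median of test compound wells and 100% = no enzyme DMSO wells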
DAX1 inh-1: inhibitors of human orphan nuclear receptor DAX1 (NR0B1). P51843. HEK293 Gal4-DAX1 luciferase reporter, luminescence. inhibition, % at 6.75 µM. 340,000 tested, 0.99% active. AID 504766;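 active means inhibition above the mean over all tested compounds plus 3 SD, cut at about 4.2% in these data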;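 further: 0% = DAX1-transfected cells with DMSO and 100% = empty-vector control cells with DMSO; inhibition shows as a rise in luminescence from relieved DAX1 repression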
Target sequence (P51843 207-470 limits assumed): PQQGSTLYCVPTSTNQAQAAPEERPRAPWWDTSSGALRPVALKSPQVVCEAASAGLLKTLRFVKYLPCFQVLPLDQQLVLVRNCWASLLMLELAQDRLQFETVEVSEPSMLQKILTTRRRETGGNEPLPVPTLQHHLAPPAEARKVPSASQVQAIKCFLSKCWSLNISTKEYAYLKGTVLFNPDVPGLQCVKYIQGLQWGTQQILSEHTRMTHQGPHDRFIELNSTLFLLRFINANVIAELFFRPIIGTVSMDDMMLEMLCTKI
SMARCA2 activ: SMARCA2 function activation, primary screen. MG213 cells, MMTV-luciferase reporter, dexamethasone, overnight. 370,000 tested, 1% active. activation, % at 9.1 µM; in the data active means activation above about 7.8%;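 further: 0% = vehicle wells and 100% = reference activator wells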
NR1D1 modulator: modulators of human Rev-erb alpha DNA binding; activity, % at 10 µM; 370,000 tested, 0.79% active; P20393; Rev-erbα–FITC-DNA binding, fluorescence polarization, 90 min; AID 1259318;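 active means activity above about 14%, limit read from the data; passing the limit was not always enough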;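 further: 0% = DMSO wells with 35 nM protein and 100% = DMSO wells with 750 nM protein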
Target sequence (P20393 whole entry, looked up): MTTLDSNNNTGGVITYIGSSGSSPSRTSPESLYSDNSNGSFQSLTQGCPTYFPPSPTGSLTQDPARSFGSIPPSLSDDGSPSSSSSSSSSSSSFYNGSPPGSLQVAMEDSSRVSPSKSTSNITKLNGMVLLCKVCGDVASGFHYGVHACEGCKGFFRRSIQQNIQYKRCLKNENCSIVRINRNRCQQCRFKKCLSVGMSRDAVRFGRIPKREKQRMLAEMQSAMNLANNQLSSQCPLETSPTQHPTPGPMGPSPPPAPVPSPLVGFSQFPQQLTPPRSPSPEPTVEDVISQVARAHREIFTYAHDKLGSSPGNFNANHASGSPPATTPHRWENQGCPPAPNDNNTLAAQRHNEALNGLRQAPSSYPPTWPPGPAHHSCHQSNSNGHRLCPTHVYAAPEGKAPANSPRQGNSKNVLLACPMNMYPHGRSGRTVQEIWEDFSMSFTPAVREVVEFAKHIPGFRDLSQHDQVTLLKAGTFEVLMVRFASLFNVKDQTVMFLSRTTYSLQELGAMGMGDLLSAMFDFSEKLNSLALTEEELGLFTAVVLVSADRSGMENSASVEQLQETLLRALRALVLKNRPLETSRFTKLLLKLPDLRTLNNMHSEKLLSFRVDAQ
hgDAF-12 ag: hgDAF-12 agonism, primary luciferase screen. HEK293 GAL4-hgDAF12 UAS-luciferase reporter, agonist luminescence; normalized to butyrate control. activation, % at 6.8 µM. 370,000 tested, 1.8% active. AID 687014;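 active means activation above a cutoff set at the mean of all screened compounds plus 3 SD, cut at about 10% in these data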;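 further: 0% = DMSO wells and 100% = sodium butyrate wells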
hcDAF-12 act: H. contortus DAF-12 activation, primary screen. AID 652067. 370,000 tested, 1.4% active. activation, % at 6.8 µM. HEK293 hcDAF-12 lit1-tk-luc reporter, luminescence; 0% DMSO, 100% Δ7-dafachronic acid;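 active means activation above the mean of all tested compounds plus 3 SD, cut at about 5.5% in these data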;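 further: 100% = response to 3 µM Δ7-dafachronic acid high control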
DAX1 inh-2: inhibitors of DAX1 repression of SF-1 activated StAR promoter; HEK293T StAR-luciferase reporter, SF-1/DAX-1 repression relief; inhibition, % at 6.8 µM; 370,000 tested, 1.1% active; AID 652010;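 active means inhibition above the mean over all tested compounds plus 3 SD, cut at about 3.6% in these data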;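 further: 0% = DAX-1 cells with DMSO and 100% = cells lacking DAX-1 with DMSO; higher inhibition means more luminescence from relief of DAX-1 repression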
GAA850 FXN act: frataxin GAA850 promoter activation; AID 540364; 360,000 tested, 0.56% active; HEK293 lucGAA850 FXN promoter luciferase reporter, 24 h; percent of 10 µM SAHA response; activation, % at 6 µM;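 active means activation above the average of all compounds screened plus 3 SD, cutoff fixed separately per campaign, cut at about 7.5% in these data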;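 further: 0% = DMSO wells and 100% = 10 µM SAHA wells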
PG9 binder: PG9 antibody binding by small molecule; TR-FRET gp120-PG9 antibody binding; AID 624416; inhibition, % at 6.7 µM; 360,000 tested, 0.43% active; in the data active means inhibition above about 8.5%
* marks the source's active call; other numbers are inactive results; . = not tested or not shown.

SMILES	ssDAF12 agonist	PLCb3 inh	sPLA2-III inh	DAX1 inh-1	SMARCA2 activ	NR1D1 modulator	hgDAF-12 ag	hcDAF-12 act	DAX1 inh-2	GAA850 FXN act	PG9 binder
CCCCCCNC(=O)Nc1ccccc1	-1.3	3	2	-1.0	-1	5	4.0	-1.6	0.0	3.4	1.7
O=C(CSc1nnc(-c2ccco2)n1Cc1ccccc1)NCc1ccccc1	-1.4	-1	-3	-1.3	-2	1	-0.7	-2.1	-0.5	1.2	0.0
CCN(C[C@H]1N[C@@](C)(C(=O)OC)[C@H]2C(=O)N(Cc3ccccc3)C(=O)[C@@H]12)C(=O)COC	0.5	3	8	-0.3	1	5	1.3	0.8	5.9*	-1.3	0.9
O=C(CCS(=O)(=O)c1ccccc1)Nc1ccc(Cl)cn1	-0.6	-3	3	0.0	0	-6	4.2	1.1	0.5	2.8	0.1
Cc1cc(=O)oc2cc(OCC(=O)N3CCCC3)c(Cl)cc12	-1.3	-192	-2	0.1	3	-6	-4.9	-0.3	-1.1	-0.3	-0.4
O=C(Nc1ccccc1F)c1ccc(S(=O)(=O)NCC2CCCO2)cc1 (centres undefined)	-1.1	6	-2	-1.4	0	-5	-1.8	-1.8	-0.4	-0.9	-1.9
COc1ccc(/C=C(\C#N)C(=O)NCc2cccnc2)cc1OC	-0.8	-3	0	0.6	-2	-4	-1.5	-0.4	-0.2	2.5	-1.4
CCC1CN(C(=O)N2CCC(C(=O)NCc3ccc(C)o3)CC2)c2ccccc2O1 (centres undefined)	-1.1	-7	3	1.1	-2	3	0.4	0.5	-0.4	-1.6	-2.1
O=C(N/N=C/c1ccc([N+](=O)[O-])o1)c1sc2ccccc2c1Cl	-2.1	-20	-1	-4.3	-10	-2	-6.6	-4.4	-2.2	-5.3	-0.6
CCOc1ccccc1C1CC(=O)Nc2cc(OC)c(OC)cc21 (centres undefined)	-1.5	-4	-1	1.1	0	4	-0.8	-0.8	0.0	2.9	1.1
CCN1CCCCC(NC(=O)c2ccccc2)C1=O (centres undefined)	-0.6	1	8	.	0	5	-2.3	-0.3	1.0	.	.
O=C(N/N=C/c1c(O)ccc2ccccc12)c1ccc[n+](CCO)c1	-1.6	0	0	-0.6	1	13	-0.8	0.0	-0.2	2.3	-16
O=C1CC(c2ccccc2)CC(O)=C1C=NCc1ccc(Cl)cc1 (centres undefined)	-1.2	4	5	-0.1	-3	1	0.5	-1.5	0.1	1.4	1.2
CC(=O)c1ccc(OCc2cc(C(=O)NCCN3CCCC(O)C3)no2)cc1 (centres undefined)	-0.9	-12	-1	-0.7	-4	2	-0.3	-0.8	-0.8	0.9	1.1
CCCCCOc1ccc(NC2=CC(=O)CCC2)cc1	-1.4	-106	5	-0.3	-2	1	-0.9	0.2	-0.5	2.3	-1.1
O=C(NCCc1c[nH]c2ccccc12)c1ccc(Cl)cc1	-1.1	-3	-66	0.4	2	-1	6.9	5.0	1.4	3.1	1.4
Cc1ccc2nsnc2c1S(=O)(=O)Nc1cccc2nsnc12	-0.1	-1	-11	-1.0	2	7	1.4	-2.1	-0.3	0.9	-0.1
CC(C)N1C(=O)/C(=C\c2nc3ccccc3c(=O)n2-c2ccccc2)c2ccccc21	-1.1	1	13	-3.1	-2	3	0.3	-2.8	-0.6	2.6	-1.0
CC(C)(C)C(=O)NC1CCCCN(Cc2ccc(Cl)cc2)C1=O (centres undefined)	-1.5	5	2	.	-3	-4	-5.8	-4.5	-3.0	.	.
COc1ccc(/C=N\NC(=O)c2cccc(F)c2)cc1COc1ccccc1	-0.2	-10	-13	-1.5	2	-4	4.7	2.5	-0.5	0.7	-2.1
Cc1cccc(NC(=S)NNc2ncc(C(F)(F)F)cc2Cl)c1	-2.3	-1	-17	0.6	-7	6	-7.1	-6.4	-2.4	1.6	-4.5
Cc1ccccc1NC(=O)CCc1nnc2ccc(N3CCC4(CC3)OCCO4)nn12	-0.7	-15	4	-0.3	-3	-6	0.2	-1.1	0.3	0.8	1.3
CCOc1ccc(N2CC(C(=O)N3CCCC3)CC2=O)cc1 (centres undefined)	-1.3	2	-2	-0.3	-1	4	-0.5	0.7	0.2	-0.1	0.3
COCC(=O)Nc1ccc2nc3n(c(=O)c2c1)CCCCC3	-1.0	-7	3	0.7	2	3	1.5	-0.3	0.2	1.1	-1.9
CCn1cc(Br)c(C(=O)N2CCN(c3ccccc3)CC2)n1	-0.7	-1	4	0.0	-2	4	1.1	-0.6	0.3	0.9	-2.4

No new results follow: entries from further up.
SMILES	ssDAF12 agonist	PLCb3 inh	sPLA2-III inh	DAX1 inh-1	SMARCA2 activ	NR1D1 modulator	hgDAF-12 ag	hcDAF-12 act	DAX1 inh-2	GAA850 FXN act	PG9 binder
COc1ccc(/C=N\NC(=O)c2cccc(F)c2)cc1COc1ccccc1	-0.2	-10	-13	-1.5	2	-4	4.7	2.5	-0.5	0.7	-2.1
Cc1cccc(NC(=S)NNc2ncc(C(F)(F)F)cc2Cl)c1	-2.3	-1	-17	0.6	-7	6	-7.1	-6.4	-2.4	1.6	-4.5
Cc1ccccc1NC(=O)CCc1nnc2ccc(N3CCC4(CC3)OCCO4)nn12	-0.7	-15	4	-0.3	-3	-6	0.2	-1.1	0.3	0.8	1.3
CCOc1ccc(N2CC(C(=O)N3CCCC3)CC2=O)cc1 (centres undefined)	-1.3	2	-2	-0.3	-1	4	-0.5	0.7	0.2	-0.1	0.3
COCC(=O)Nc1ccc2nc3n(c(=O)c2c1)CCCCC3	-1.0	-7	3	0.7	2	3	1.5	-0.3	0.2	1.1	-1.9
CCn1cc(Br)c(C(=O)N2CCN(c3ccccc3)CC2)n1	-0.7	-1	4	0.0	-2	4	1.1	-0.6	0.3	0.9	-2.4

Remaining list, next part.
SMILES	ssDAF12 agonist	PLCb3 inh	sPLA2-III inh	DAX1 inh-1	SMARCA2 activ	NR1D1 modulator	hgDAF-12 ag	hcDAF-12 act	DAX1 inh-2	GAA850 FXN act	PG9 binder
Cc1ccnc(NS(=O)(=O)c2ccccc2)n1	-1.2	2	2	1.0	0	-1	0.7	-1.3	0.3	2.0	1.0
COc1ccc(NC(=O)COC(=O)C2CCCCC2)c([N+](=O)[O-])c1	-1.0	1	-1	-0.5	0	-2	0.5	1.0	-0.6	-0.9	-2.7
CC(C)C(C(=O)N1CCN(Cc2ccccc2)CC1)c1ccccc1 (centres undefined)	-1.2	2	-2	-0.6	-1	-6	-2.1	-1.8	0.8	-1.5	-0.4
CC(C)[C@H]1COCCS(=O)(=O)N1Cc1ccccc1-c1cccc2c1oc1ccccc12	-0.9	4	-3	-0.6	-6	6	0.5	-1.0	-0.9	0.4	-1.7
O=C(COc1ncnc2scc(-c3ccc(Cl)cc3)c12)NCc1ccco1	-1.0	-1	-4	-0.3	-1	0	-0.1	0.1	-1.3	-0.1	1.6
CCC[C@H]1[C@@H](OC(=O)NCc2cccc(C(F)(F)F)c2)CC[C@@]23CCCN2C(=O)CCC[C@@H]13	-1.9	6	-11	.	.	5	0.0	-4.1	.	.	.
CC1CCN(C(=O)Cn2c(=O)c3cccn3c3ccccc32)CC1	-0.7	-5	10	0.3	-2	-4	0.4	-2.2	0.1	0.3	0.1
Cc1nc2ncnn2c(C)c1CCC(=O)N1CCCCC1	-1.3	1	-5	-0.1	-2	1	1.1	-1.3	0.4	-1.1	-0.7
CN(c1ccccc1)S(=O)(=O)c1ccc(NC(=S)NC(=O)c2ccccc2)cc1	-1.4	3	10	-0.6	0	6	-1.7	0.6	-0.9	0.7	-1.0
O=c1nccc(NCc2ccco2)[nH]1	-1.6	1	4	0.1	-3	3	-1.6	-0.5	0.1	0.0	1.9
COc1ccc(-c2nn(-c3ccccc3)cc2/C=N/Nc2ccc(S(N)(=O)=O)cc2[N+](=O)[O-])cc1OC	-1.2	-1	1	0.2	-3	5	-0.3	-2.0	-0.3	5.1	-1.3
CC(C)(C)C1CCC(=NNC(=O)C(=O)NC2CCCCC2)CC1 (centres undefined)	-1.8	-4	16	-0.1	-3	0	-1.8	0.1	-0.2	0.9	-1.5
Cc1ccc(-n2nc(C)c3c(C)c(CCC(=O)NCc4ccccc4)c(C)nc32)cc1	-0.8	-4	-2	-0.4	-1	15	2.5	0.3	-0.6	1.8	-0.5
CS(=O)(=O)Nc1cccc(NC(=O)C2Cc3c(-c4ccccc4)ccnc3O2)c1 (centres undefined)	-1.5	2	-14	.	-5	-8	1.0	-1.8	-1.8	-5.5	-0.7
O=C(CCc1c[nH]c2ccccc12)NCCc1ccc(Cl)cc1	-1.3	-6	-54	0.8	1	37*	-0.3	-1.0	-0.9	-1.4	-0.9
Cc1ccc(S(=O)(=O)N2CCCCC2)cc1NC(=O)COc1ccccc1	-0.5	3	2	-0.8	-3	-1	2.1	-0.2	-1.2	2.9	2.0
Cc1ccc(-n2c(SCc3c(Cl)cccc3Cl)nnc2-c2ccco2)cc1	-1.8	-4	-14	.	-4	-3	3.0	-2.2	-3.0	.	.
CCOc1ccccc1N1CCN(C(=O)CSc2ccc3c(c2)OCCO3)CC1	-1.6	-5	12	0.0	-4	3	-1.4	-0.2	0.7	1.2	0.6
CC(C)c1c(C(=O)N/N=C/C=C/c2ccccc2)nnn1-c1nonc1N	-1.1	-3	-15	-0.4	4	2	-4.2	-0.3	-0.8	1.2	-4.1
COCCOC(=O)CSc1ncccc1-c1nc2cc(C)c(C)cc2[nH]1	0.7	-156	5	-0.6	1	0	9.4	3.9	1.9	3.2	1.9
COC(=O)C1=C(C)N(Cc2ccccc2C(F)(F)F)C(=NCc2ccc(OC)cc2)NC1c1cccc(Cl)c1 (centres undefined)	-0.4	-1	1	.	-3	-3	-1.3	-0.6	0.7	.	0.3
O=c1c(-c2ccnn2-c2ccc(F)cc2)cnc2n1CCS2	-1.2	0	2	-0.6	2	-7	-0.7	-1.3	1.0	0.2	-2.5
